NR5A2 inv ag – LRH-1 (NR5A2) inverse agonists, primary screen, cell-based, luminescence, HEK293T, StAR-luciferase reporter | inhibition, % at 3.6 µM | LRH-1 transfected, 24 h | 360,000 tested, 0.13% active;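 active = inhibition above the mean inhibition of all tested compounds plus 3 SD, cut at about 73% in these data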;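 also: 0% = DMSO wells and 100% = reporter-only cells lacking LRH-1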
TLR9-MyD88 block – inhibitors of TLR9-MyD88 association in cells, primary screen, cell-based, CHO, BLA complementation, fluorescence; CCF4 FRET ratio; AID 504734, 2011; inhibition, % at 4.98 µM; Toll-like receptor 9 (Homo sapiens) + Myeloid differentiation primary response protein …; 340,000 tested, 0.21% active;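 active = inhibition above the mean over all tested compounds plus 3 SD, cut at about 21% in these data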;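 also: 0% = DMSO only wells and 100% = clavulanate BLA inhibitor control wells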
ABHD5-PLIN5 inh – ABHD5-PLIN5 interaction inhibitors, primary screen, cell lysate, split luciferase complementation, luminescence; Split G. princeps luciferase complementation, 4 h; inhibition, % at 4 µM; 360,000 tested, 0.78% active;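 active = inhibition above the mean inhibition across every tested compound plus 3 SD, cut at about 22% in these data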;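 also: 0% = DMSO only wells and the 100% control is not disclosed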
NCOA2 inhibitor – inhibition of GAL4-SRC2 driven luciferase reporter, primary screen, SRC2 inhibitor project, cell-based, luminescence | Nuclear receptor coactivator 2 (Homo sapiens), Q15596 | HEK293 GAL4-SRC2 luciferase reporter | inhibition, % at 9 µM | 370,000 tested, 0.17% active;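 active = inhibition above the mean inhibition of all tested compounds plus 3 SD, set per campaign, cut at about 52% in these data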;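 also: 0% = DMSO treated cells and 100% = cells given Gossypol at 36 µM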
NCOA1 inh – SRC1 coactivator transcriptional activity inhibitors, primary screen, cell-based, luminescence; AID 588354, 2011; 360,000 tested, 0.12% active; HEK293 GAL4-SRC1 luciferase reporter; inhibition, % at 3.6 µM;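 active = inhibition above the campaign mean plus 3 SD, with each screening campaign given its own cutoff, cut at about 60% in these data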;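 also: 0% = DMSO treated cells and 100% = gossypol at 36 µM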
LMP1 NFkB inh – EBV LMP1-driven NF-kappaB luciferase reporter inhibitors, primary screen, cell-based, luminescence, single point | LMP1-induced NF-kappaB luciferase reporter cells | inhibition, % at 12.5 µM | 350,000 tested, 0.69% active | AID 504558, 2011; in the data active = inhibition above about 41%;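 also: 0% = neutral control wells and 100% = reference inhibitor control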
MC4R ag barr – MC4R agonists recruiting beta-arrestin, primary screen, cell-based, luminescence, agonist arm of biased-ligand search; Melanocortin receptor 4 (Homo sapiens), P32245; U2OS MC4R beta-arrestin complementation; percent of melanotan II response, DMSO zero; activation, % at 8.9 µM; 360,000 tested, 0.98% active;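 active = activation above a per-plate cutoff, the mean activation of sample wells on that plate plus 3 SD, cut at about 8% in these data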
NR2F2 inh – NR2F2 transcriptional activity inhibitors, primary screen, cell-based, luciferase reporter, HEK293T, luminescence. COUP transcription factor 2 (Homo sapiens), P24468. HEK293T NGFI-A luciferase reporter. inhibition, % at 8.6 µM. 370,000 tested, 0.7% active;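 active = inhibition above a per-plate cutoff, mean inhibition of test wells between control levels plus 3 SD, cut at about 38% in these data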;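 also: cells cotransfected with COUP-TFII expression vector driving the NGFI-A reporter; 0% = median of COUP-TF2 test wells and 100% = reporter-only cells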
MC4R antag cAMP – MC4R antagonists of cAMP signaling, primary screen, cell-based, TR-FRET, antagonist arm of biased-ligand search; MC4R-expressing cells, MTII-stimulated cAMP, LANCE TR-FRET; inhibition, % at 6.5 µM; 360,000 tested, 0.48% active; AID 540295, 2011;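 active = inhibition above its plate's cutoff, the mean of tested wells on that plate plus 3 SD, cut at about 29% in these data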;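 also: 0% = Melanotan II alone and 100% = Melanotan II plus saturating MCL0020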
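material = U2OS cells stably expressing human melanocortin 4 receptor (MC4R) | also added = Melanotan II challenge | dosing = single nominal compound dose of 6.5 µM | detection = TR-FRET with Eu-cAMP and labeled anti-cAMP, 671 nm | replication = singlicate | timing = compound 30 min, challenge 1 h, detection 1 h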
SRC3 inh – SRC3 coactivator transcriptional activity inhibitors, primary screen, cell-based, luminescence; Nuclear receptor coactivator 3 (Homo sapiens), Q9Y6Q9; HEK293 GAL4-SRC3 luciferase reporter; inhibition, % at 3.6 µM; 360,000 tested, 0.17% active; AID 588352, 2011;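 active = inhibition above a per-campaign cutoff, the mean of all compounds plus 3 SD, cut at about 60% in these data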;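 also: 0% = DMSO-treated cells and 100% = gossypol-treated cells at 36 µM; higher means less SRC3-driven luciferase light from the GAL4 reporter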
NOD2 RIPK2 PPI – NOD2-RIPK2 binding disruptors in cells, primary screen, fluorescence, CHO cells, BLA complementation. Receptor-interacting serine/threonine-protein kinase 2 (Homo sapiens), O43353. CCF4 ratio. inhibition, % at 4.98 µM. 360,000 tested, 0.38% active. AID 624267, 2012; in the data active = inhibition above about 21%;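 also: 0% = vehicle only and 100% = reference blocker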
* = called active by the depositor; x = not tested or not shown.

Start of the listing, in advance:
smiles	NR5A2 inv ag	TLR9-MyD88 block	ABHD5-PLIN5 inh	NCOA2 inhibitor	NCOA1 inh	LMP1 NFkB inh	MC4R ag barr	NR2F2 inh	MC4R antag cAMP	SRC3 inh	NOD2 RIPK2 PPI
COC(=O)CSC1=C(C#N)C(c2ccsc2)CC(=O)N1 (configuration not stated)	13	4	4	2	7	8	-2.6	-1	10	5	-8
Cc1ccc(-c2ccc(CCC(=O)O)o2)cc1	10	-4	28*	-36	-6	-3	2.5	-2	5	-2	-17
O=C(O)CCn1cc(C2CC(c3ccccc3)=NN2c2ccccc2)c(-c2ccccc2)n1 (configuration not stated)	4	3	-3	1	0	-8	-2.1	6	10	17	4
COc1ccc(C(=O)Nc2ccc(C(=O)N3CCCC3)cc2)cc1[N+](=O)[O-]	41	-3	0	5	-9	-6	-0.3	11	-3	-4	-3
O=C(CSc1ccccc1C(=O)N1CCN(c2ccc([N+](=O)[O-])cc2)CC1)N1CCCC1	16	3	4	6	0	3	-2.1	15	11	26	-5
Cc1ccc2c(c1)N(S(=O)(=O)c1ccc(CN3C(=O)c4cccnc4C3=O)cc1)CCO2	5	-2	13	-10	18	x	-0.6	15	-1	0	-12
CCOc1ccccc1C1c2cc3c(cc2OC(C)(N2CCCC2)C1C)OCO3 (configuration not stated)	7	2	-4	-22	-15	-5	-0.4	-8	10	14	-4
COc1ccc(C(=O)OCC(=O)Nc2cc(C)on2)cc1F	10	-15	5	-17	1	-6	2.0	-13	9	0	0
Cc1sc(-c2ccncc2)nc1OC(=O)c1ccc(F)cc1F	10	13	-3	21	6	-13	-0.7	15	5	22	2
CC(C)CC(NC(=O)C1CCC(=O)N1)C(=O)NC(CC(C)C)C(=O)N1CCCC1C(N)=O (configuration not stated)	-3	2	0	-2	5	-3	-0.6	2	-2	-11	5

The whole of this part, from the start:
smiles	NR5A2 inv ag	TLR9-MyD88 block	ABHD5-PLIN5 inh	NCOA2 inhibitor	NCOA1 inh	LMP1 NFkB inh	MC4R ag barr	NR2F2 inh	MC4R antag cAMP	SRC3 inh	NOD2 RIPK2 PPI
COC(=O)CSC1=C(C#N)C(c2ccsc2)CC(=O)N1 (configuration not stated)	13	4	4	2	7	8	-2.6	-1	10	5	-8
Cc1ccc(-c2ccc(CCC(=O)O)o2)cc1	10	-4	28*	-36	-6	-3	2.5	-2	5	-2	-17
O=C(O)CCn1cc(C2CC(c3ccccc3)=NN2c2ccccc2)c(-c2ccccc2)n1 (configuration not stated)	4	3	-3	1	0	-8	-2.1	6	10	17	4
COc1ccc(C(=O)Nc2ccc(C(=O)N3CCCC3)cc2)cc1[N+](=O)[O-]	41	-3	0	5	-9	-6	-0.3	11	-3	-4	-3
O=C(CSc1ccccc1C(=O)N1CCN(c2ccc([N+](=O)[O-])cc2)CC1)N1CCCC1	16	3	4	6	0	3	-2.1	15	11	26	-5
Cc1ccc2c(c1)N(S(=O)(=O)c1ccc(CN3C(=O)c4cccnc4C3=O)cc1)CCO2	5	-2	13	-10	18	x	-0.6	15	-1	0	-12
CCOc1ccccc1C1c2cc3c(cc2OC(C)(N2CCCC2)C1C)OCO3 (configuration not stated)	7	2	-4	-22	-15	-5	-0.4	-8	10	14	-4
COc1ccc(C(=O)OCC(=O)Nc2cc(C)on2)cc1F	10	-15	5	-17	1	-6	2.0	-13	9	0	0
Cc1sc(-c2ccncc2)nc1OC(=O)c1ccc(F)cc1F	10	13	-3	21	6	-13	-0.7	15	5	22	2
CC(C)CC(NC(=O)C1CCC(=O)N1)C(=O)NC(CC(C)C)C(=O)N1CCCC1C(N)=O (configuration not stated)	-3	2	0	-2	5	-3	-0.6	2	-2	-11	5
CN1CCN(c2ccc(CNC(=O)c3ccco3)cc2)CC1	6	-4	5	4	-50	-7	-1.0	-14	-4	-6	-7
CCOC(=O)C1(CC)NC(c2ccco2)C2C(=O)N(CC)C(=O)C21 (configuration not stated)	9	5	1	-27	-13	-2	-1.1	6	-2	2	-74
O=C(Nc1ccc(S(=O)(=O)N2CCCC2)cc1)c1ccc(F)cc1	-15	-16	-13	2	3	-5	-0.4	0	-3	-15	-15
CCC(C)NC(=O)Cn1cc(S(=O)(=O)N2CCCC2)c(S(=O)(=O)N2CCCC2)c1 (configuration not stated)	-21	-7	-4	-29	-4	-5	-1.6	4	11	-7	-7
Cc1cc(C)nc(SCc2ccc(C(=O)N/N=C/c3ccco3)cc2)n1	12	4	-7	6	-4	1	0.4	4	17	13	-5
Cc1ccsc1C(=O)NNC(=O)c1cccc(S(=O)(=O)N2CCCC2)c1	-2	-1	-8	-20	-24	-6	-2.3	1	10	-17	0
COc1cccc(CNC(=O)CCNC(=O)Cn2ccc3ccccc3c2=O)c1	-13	8	-2	-9	-5	2	-1.9	7	6	14	4
COc1cc2[nH]c(=O)c(C(=O)NCCCN3CCOCC3)c(O)c2cc1OC	-6	-11	9	-12	1	-18	3.7	0	-3	13	8
CCCN1CCC(NC(=S)Nc2ccc(S(N)(=O)=O)cc2)CC1	4	10	-5	8	-3	1	-1.6	-11	6	-13	-2
CC1CC(C)(C)CC2(C1)NC(=O)N(CC(=O)NCCc1ccc3c(c1)OCCO3)C2=O (configuration not stated)	-7	-4	3	10	-13	3	-1.4	-8	2	11	-8
Cc1cc(C(=O)NCc2cccc(Cl)c2)c2ccccc2n1	11	4	-5	x	8	-1	0.2	x	16	20	-10
CSc1cccc(NC(=S)Nc2ccc(F)cc2)c1	1	-4	8	-11	4	-28	3.3	5	2	8	-4
Fc1ccc(-c2nc3ccc(Br)cn3c2Cc2cccc(F)c2)cc1	-95	x	-11	-33	-33	x	x	-41	x	-40	0
CC(C)NC(=O)c1cccc(Br)c1	15	-2	2	-12	4	2	0.8	-6	3	-8	-2
CCc1nc2nc(C)cc(C)n2c1Nc1ccc(OC)cc1	6	x	0	-26	x	x	x	5	x	x	-12
Cc1cc(C)n(-c2nc(SCCN(C)C)c3c4c(sc3n2)CCCC4)n1	20	-3	18	-41	-44	-5	4.2	4	0	4	5
COc1ccccc1NC(=S)N(CCCN1CCOCC1)Cc1cn(C)c2ccccc12	11	-8	2	-23	6	1	-1.3	-5	-1	14	5
Nc1nc2c(s1)CCc1c-2cnn1-c1ccccc1	-130	5	-30	x	-124	-15	-2.1	x	12	-103	-5
COc1ccc(NC(=O)c2cccnc2NCCc2ccccc2)cc1	-2	-15	1	-45	-6	0	-1.1	14	4	16	-7
CCOc1cc(C(=O)Nc2ccc(S(=O)(=O)N3CCOCC3)cc2)cc(OCC)c1OCC	-2	-4	-7	-2	5	0	-0.1	6	0	16	-9
Nc1nc2n(n1)C(c1cccc(Br)c1)CC(c1ccccc1)N2 (configuration not stated)	25	10	7	-10	-2	-5	1.1	-24	4	-16	10
O=C(/C=C/[C@H]1O[C@@H](n2cnc3c(NC(=O)c4ccccc4)ncnc32)[C@H](O)[C@@H]1O)NCCc1ccc(F)cc1	-19	x	4	-13	17	x	x	8	x	-3	2
CCN(CC)CC(=O)NC12CC3CC(CC(C3)C1)C2	0	-3	4	-27	-8	-2	0.1	7	5	2	-3
O=C(O)CC1(CC(=O)Nc2nccs2)CCCCC1	7	4	2	0	-15	1	0.1	-5	-7	0	-1
CCOC(=O)CSC1=C(C#N)C(C)C2=C(CCCC2=O)N1 (configuration not stated)	8	-2	-4	9	-3	-7	-1.8	-3	24	21	3
COc1ccccc1NC(=O)CN1CCC(c2nc3ccccc3[nH]2)CC1	7	-5	6	-33	10	-8	-2.2	-13	4	7	3
CCOc1ccc(-c2nnc3n2N=C(c2ccc(OC)cc2)CS3)cc1	-5	-5	4	-11	6	17	12*	11	-7	4	-3
Cc1ccc(CNC(=O)CSc2nc3[nH]ncc3c(=O)[nH]2)cc1	2	-5	0	18	7	-3	-0.9	27	24	9	4
CS(=O)(=O)c1cnc(-c2ccccc2)nc1Sc1ccc(F)cc1	4	-13	-2	-53	-16	3	5.1	-6	16	-16	-5
OCC1(Cc2ccc(Cl)cc2)CCN(Cc2ccc(Oc3ncccn3)cc2)CC1	6	x	6	26	0	10	1.7	10	-6	6	-6
CC(=O)c1ccc(OCCNS(=O)(=O)c2ccc(-n3cnnn3)cc2)cc1	10	-6	8	7	3	0	-2.2	3	2	-13	-8
O=C(CN1C(=O)CCC1=O)Nc1nc(-c2ccccn2)cs1	2	9	3	10	-30	-1	0.1	-36	4	-9	4
CCc1cccc(C)c1NS(=O)(=O)c1cc(Br)cnc1N	25	-7	2	-2	-20	-9	4.6	11	3	4	6
CN(C)S(=O)(=O)c1cc(NC(=O)COC(=O)C2CSC3(C)CCC(=O)N23)ccc1Cl (configuration not stated)	25	-6	4	-25	-6	-4	-0.8	0	0	23	-9
O=C(NCc1ccccn1)C1CCC(=O)N1C1CCCC1 (configuration not stated)	-31	-4	0	-13	-7	-7	-0.3	2	3	-1	-9
CCn1nc(CC(=O)Nc2nnc(CC(=O)N3CCOCC3)s2)c2ccccc2c1=O	-29	6	10	4	1	-5	-1.2	0	5	4	-1
O=C(C1CCN(c2nnc(N3CCCC3=O)s2)CC1)N1CCN(Cc2ccc3c(c2)OCO3)CC1	-18	-1	9	5	-16	5	-0.5	6	2	-7	-1
Cc1ccc(OCC(=O)O/N=C(\N)c2cccnc2)cc1	-25	9	-4	-47	-36	0	-1.1	-31	4	-46	1

Screens as filed in PubChem BioAssay.

This is a subset; rates above refer to the full screens.
